Rpn11 block: Rpn11 (PSMD14) deubiquitinase inhibitors, primary screen, biochemical, fluorescence polarization, uHTS; 26S proteasome non-ATPase regulatory subunit 14 (Homo sapiens), O00487; human 26S proteasome, Ub4-pepOG fluorescence polarization; 20S core pre-blocked with epoxomicin; calls only at 20 µM; actives 0.59% (n = 360,000);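 active means inhibition at 20 µM, scaled to each plate's controls, above about 33%, limit read from the data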
Target sequence (O00487 whole entry, looked up): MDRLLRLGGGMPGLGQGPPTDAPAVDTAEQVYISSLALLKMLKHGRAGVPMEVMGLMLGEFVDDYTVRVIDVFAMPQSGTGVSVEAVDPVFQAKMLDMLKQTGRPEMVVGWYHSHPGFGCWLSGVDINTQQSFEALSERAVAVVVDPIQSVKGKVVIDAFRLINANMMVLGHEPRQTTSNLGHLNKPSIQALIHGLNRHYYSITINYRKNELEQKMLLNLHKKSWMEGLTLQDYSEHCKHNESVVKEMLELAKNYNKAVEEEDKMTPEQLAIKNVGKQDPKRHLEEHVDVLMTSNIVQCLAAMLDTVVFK
STEP inh: STEP phosphatase inhibitors, primary screen, biochemical, fluorescence intensity, uHTS; Tyrosine-protein phosphatase non-receptor type 5 (Homo sapiens), P54829; recombinant STEP, OMFP fluorogenic substrate; inhibition, % at 20 µM; actives 0.25% (n = 360,000); AID 588621, 2011;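 active means inhibition at 20 µM, scaled per plate between control wells, above about 37%, limit read from the data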;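 further: 0% = DMSO with enzyme and substrate and 100% = substrate only without enzyme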
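Material: STEP (striatal-enriched tyrosine phosphatase) enzyme, cell-free | Medium: 50 mM Bis-Tris pH 6.0 with 2.5 mM DTT and 0.005% Tween 20 | Read-out: Percent inhibition scaled to no-enzyme and uninhibited-enzyme controls, plate-pattern corrected | Signal: Fluorescence read at 480 nm ex / 540 nm em | Times: 20 min reaction, room temperature, in the dark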
LMPTP inh: LMPTP phosphatase inhibitors, primary screen, biochemical, fluorescence intensity, uHTS | Low molecular weight phosphotyrosine protein phosphatase (Homo sapiens), P24666 | recombinant LMPTP-A, OMFP fluorogenic substrate | inhibition, % at 20 µM | actives 0.22% (n = 360,000) | AID 651560, 2012;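 active means compounds that cut the enzyme signal by at least half of the control window in the single-dose screen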;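 further: plate controls were DMSO wells with enzyme plus substrate for no effect and substrate without enzyme for full effect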
Target sequence (P24666 whole entry, looked up): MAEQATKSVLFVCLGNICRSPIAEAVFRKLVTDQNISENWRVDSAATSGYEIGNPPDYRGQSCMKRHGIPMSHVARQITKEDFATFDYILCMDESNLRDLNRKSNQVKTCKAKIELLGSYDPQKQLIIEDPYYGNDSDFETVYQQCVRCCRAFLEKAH
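Test system – LMPTP-A phosphatase enzyme · Quantity – 0.625 nM LMPTP-A final · Reagent – OMFP substrate, 400 µM final · Dosing – one test concentration per compound, 20 µM, with 3% DMSO overall · Timing – 50 min enzyme reaction at room temperature, protected from light · Detection – fluorescence intensity · Controls – substrate-only low control, DMSO enzyme-plus-substrate high control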
DNMT1 inh: human DNMT1 methyltransferase inhibitors, primary screen, biochemical, molecular beacon, fluorescence, HinP1I cleavage, uHTS | DNA (cytosine-5)-methyltransferase 1 (Homo sapiens), P26358 | inhibition (reported as % activation of signal), % at 10 µM | actives 0.83% (n = 360,000) | AID 588458, 2011; in the data active means inhibition above about 50%
CendR NRP1 mod: modulators of CendR peptide binding to NRP-1, primary screen, biochemical, fluorescence polarization, uHTS. Neuropilin-1 (Homo sapiens), O14786. FAM-RPARPAR peptide binding to NRP-1. inhibition, % at 25 µM. actives 0.85% (n = 360,000);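 active means inhibition or corrected inhibition above about 18%, plus a signal ratio from 0.5 to 1.5, limit read from the data, passing the limit was not always enough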; further: strong numbers were not always called active
NadD inh: inhibitors of S. aureus NadD, primary screen, biochemical, colorimetric, uHTS. inhibition, % at 20 µM. Nicotinate-nucleotide adenylyltransferase NadD (Staphylococcus aureus N315). purified NadD enzyme, colorimetric absorbance read-out. actives 0.78% (n = 360,000); in the data active means inhibition above about 26%; further: some compounds past the cut are filed as inactive
SKN-1 block: suppressors of acrylamide-induced Pgst-4::GFP reporter in worms, primary screen, SKN-1 inhibitor project, whole organism, uHTS, GFP/RFP fluorescence ratio, strain VP596; C. elegans VP596 Pgst-4::GFP/RFP ratio, 24 h; inhibition, % at 21.8 µM; actives 0.49% (n = 360,000); AID 624304, 2012;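 active means interference check ratio from 0.5 to 1.5 plus GFP to RFP signal ratio inhibition reaching or exceeding a fixed threshold, cut at about 30% in these data, passing the limit was not always enough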; further: some compounds called inactive have numbers as strong as hits
Scp-1 inhibitor: Scp-1 phosphatase inhibitors, primary screen, biochemical, colorimetric, uHTS | Recombinant Scp1, phosphopeptide, malachite green phosphate absorbance | inhibition, % at 20 µM | actives 0.88% (n = 340,000) | AID 493091, 2011;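 active means inhibition above about 50% at 20 µM, limit read from the data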;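 further: plate controls were DMSO wells with enzyme for no effect and wells lacking enzyme for full effect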
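Test system: SCP-1 phosphatase catalytic domain, residues 76-261 | Compound dosing: One concentration, 20 µM, with 1.0% DMSO | Schedule: 45 min room-temperature reaction, 5 min colour, 30 min stabiliser | Detection: Absorbance at 630 nm | Read-out basis: % inhibition of SCP-1 phosphate liberation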
MT1-MMP act inh: blockers of MT1-MMP proenzyme processing, primary screen, HT1080 RFP-PRO-GFP cells, GFP/RFP fluorescence; actives 0.061% (n = 360,000); GFP/RFP ratio fluorescence, overnight; percent of plate control window, DMSO zero; AID 651647, 2012; GFP/RFP ratio change, % at 20 µM; Matrix metalloproteinase-14 (Homo sapiens), P50281;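 active means GFP/RFP ratio change of at least 30% with cell ATP level not reduced by more than half and red fluorescence within 50% of control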; further: strong numbers were not always called active
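Compound: 20 µM single dose, 1% DMSO / System: HT1080 RFP-PRO-GFP cells / Controls: DMSO and RFP-L50D-GFP cell wells / Read-out basis: GFP/RFP fluorescence ratio / Schedule: overnight compound exposure at 37 °C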
SUMO1 PPI mod: modulators of SUMO1 protein-protein interactions, primary screen, biochemical, uHTS. actives 0.33% (n = 360,000). Small ubiquitin-related modifier 1 (Homo sapiens), P63165. SUMO1 binding to a labelled peptide, TR-FRET, 1 h. inhibition, % at 20 µM; in the data active means inhibition above about 37%
Target sequence (P63165 whole entry, looked up): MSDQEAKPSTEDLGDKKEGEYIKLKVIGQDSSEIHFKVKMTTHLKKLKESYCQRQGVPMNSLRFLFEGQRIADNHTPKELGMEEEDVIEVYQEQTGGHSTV
Starred values were filed as active, the others as inactive; i = inactive. This is a random part of the collection; overall some 3.9% were active at least once.

| item | Rpn11 block | STEP inh | LMPTP inh | DNMT1 inh | CendR NRP1 mod | NadD inh | SKN-1 block | Scp-1 inhibitor | MT1-MMP act inh | SUMO1 PPI mod | canonical_smiles |
| --- | --- | --- | --- | --- | --- | --- | --- | --- | --- | --- | --- |
| 1 | i | 1.6 | 1.3 | 1.8 | -9.3 | -9.9 | 1.6 | -16.0 | 6.1 | -7.5 | COc1ccc(C=CC(=O)c2ccc(OC)c(OC)c2O)cc1OC |
| 2 | i | 1.2 | -0.4 | 6.4 | 14.7 | 4.6 | 19.3 | 22.3 | 3.5 | -1.6 | CC(c1ccccc1)n1cc(C(=O)NCc2ccccn2)nn1 (stereo not given) |
| 3 | i | -0.8 | 4.1 | -1.8 | -6.4 | -3.0 | 9.8 | -7.9 | 2.5 | -17.0 | Cc1ccc2nc(NCc3ccccc3)c(C=NCc3cccnc3)c(=O)n2c1 |
| 4 | i | -1.6 | -1.5 | 0.5 | 3.7 | -0.5 | 5.3 | -2.3 | 2.8 | 1.7 | Cc1cc(C)n(CCC(=O)N2CCN(S(=O)(=O)c3ccccc3)CC2)n1 |
| 5 | i | 3.8 | 0.4 | 5.4 | 4.8 | -7.0 | 5.1 | 4.9 | -2.6 | -1.1 | C#CCOCCOCCOCCNc1nc(N2CCOCC2)nc(N2CCN(C(=O)[C@H]([C@@H](C)O)n3cc(CCCCN)nn3)CC2)n1 |
| 6 | i | 2.3 | -1.2 | 0.6 | -10.0 | 1.5 | -3.4 | -8.7 | -1.3 | 5.0 | COC(=O)c1c(NC(=O)/C=C/C(=O)O)sc(C)c1-c1ccc(C)cc1 |
| 7 | i | -4.8 | -2.6 | 0.2 | -7.0 | 1.4 | 0.2 | 2.9 | 0.5 | -1.3 | COCCCNc1nc2c(c(=O)n(C)c(=O)n2C)n1Cc1cccc(OC)c1 |
| 8 | i | -4.6 | -1.2 | 5.2 | 53.4* | 0.8 | 7.9 | -14.9 | -10.3 | -25.7 | CC(=O)Nc1c2c3c(cccc3n(C)c1=O)C(=O)c1ccccc1-2 |
| 9 | i | -2.0 | -2.2 | -3.0 | -5.0 | -5.6 | 8.4 | -0.6 | 1.6 | -17.2 | O=C1Nc2ccc(S(=O)(=O)NCCCO)c3cccc1c23 |
| 10 | i | -3.2 | -0.8 | 0.6 | -14.0 | 7.2 | 6.4 | -9.4 | 7.3 | -7.2 | OC1CCCN(Cc2cccc3ccccc23)C1 (stereo not given) |
| 11 | i | -3.7 | -0.7 | 1.7 | 8.3 | -1.4 | 21.0 | -7.4 | -1.6 | 4.9 | O=C(Nc1cccc(Cl)c1N1CCOCC1)c1cccnc1 |
| 12 | i | 1.9 | -1.7 | -0.3 | 4.8 | -3.1 | 4.9 | -5.0 | 0.7 | 1.0 | CCCc1cnc(N2CCN(S(C)(=O)=O)CC2)nc1 |

Some of the entries above in another layout.
#	Compound	Rpn11 block	STEP inh	LMPTP inh	DNMT1 inh	CendR NRP1 mod	NadD inh	SKN-1 block	Scp-1 inhibitor	MT1-MMP act inh	SUMO1 PPI mod
4	Cc1cc(C)n(CCC(=O)N2CCN(S(=O)(=O)c3ccccc3)CC2)n1	i	-1.6	-1.5	0.5	3.7	-0.5	5.3	-2.3	2.8	1.7
5	C#CCOCCOCCOCCNc1nc(N2CCOCC2)nc(N2CCN(C(=O)[C@H]([C@@H](C)O)n3cc(CCCCN)nn3)CC2)n1	i	3.8	0.4	5.4	4.8	-7.0	5.1	4.9	-2.6	-1.1
6	COC(=O)c1c(NC(=O)/C=C/C(=O)O)sc(C)c1-c1ccc(C)cc1	i	2.3	-1.2	0.6	-10.0	1.5	-3.4	-8.7	-1.3	5.0
7	COCCCNc1nc2c(c(=O)n(C)c(=O)n2C)n1Cc1cccc(OC)c1	i	-4.8	-2.6	0.2	-7.0	1.4	0.2	2.9	0.5	-1.3
8	CC(=O)Nc1c2c3c(cccc3n(C)c1=O)C(=O)c1ccccc1-2	i	-4.6	-1.2	5.2	53.4*	0.8	7.9	-14.9	-10.3	-25.7
9	O=C1Nc2ccc(S(=O)(=O)NCCCO)c3cccc1c23	i	-2.0	-2.2	-3.0	-5.0	-5.6	8.4	-0.6	1.6	-17.2
10	OC1CCCN(Cc2cccc3ccccc23)C1 (stereo not given)	i	-3.2	-0.8	0.6	-14.0	7.2	6.4	-9.4	7.3	-7.2
11	O=C(Nc1cccc(Cl)c1N1CCOCC1)c1cccnc1	i	-3.7	-0.7	1.7	8.3	-1.4	21.0	-7.4	-1.6	4.9

Screening data as filed in PubChem BioAssay.
